JMJD2E inh: qHTS Assay for Inhibitors of Human Jumonji Domain Containing 2E (JMJD2E) | 1.6% of 230,000 active | Potency, µM (top dose mostly 57.1 µM), without a hit: at the top dose activity change, negative = inhibition, hits mostly inhibitors | JMJD2E catalytic domain, FDH-coupled NADH fluorescence (FDH is formaldehyde dehydrogenase) | Lysine-specific demethylase 4E (Homo sapiens), B2RXH2; active = well fitted inhibition curve with a large enough effect, not every such curve was filed as active; inconclusive = small, poorly fitted or top-dose-only effect, or another doubt; inactive = no such curve, though single readings can be large or run the other way;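 also: 0% = wells with enzyme and -100% = buffer wells without enzyme; nearly all actives have a fitted effect of over 50% in size; many of its hits are not listed in these tables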
Target sequence (B2RXH2 1-337 limits assumed): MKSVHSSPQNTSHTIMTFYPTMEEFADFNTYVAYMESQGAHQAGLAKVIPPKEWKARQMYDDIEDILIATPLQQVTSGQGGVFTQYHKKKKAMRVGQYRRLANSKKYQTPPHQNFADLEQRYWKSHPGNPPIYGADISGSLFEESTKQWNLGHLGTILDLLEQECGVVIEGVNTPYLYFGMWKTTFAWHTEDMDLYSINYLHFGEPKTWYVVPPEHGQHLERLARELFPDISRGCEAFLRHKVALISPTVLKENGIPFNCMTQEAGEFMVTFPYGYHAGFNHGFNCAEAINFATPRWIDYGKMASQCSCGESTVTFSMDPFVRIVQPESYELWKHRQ
aGal spleen mod: qHTS Assay for Inhibitors and Activators of Human alpha-Galactosidase From Spleen Homogenate; human spleen homogenate, 4MU-alpha-Gal fluorescence, 40 min; Potency, µM (top dose mostly 80 µM), for the others: top-dose activity change, negative = inhibition, most hits filed as inhibitors; 0.008% of 240,000 active;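 also: 0% = enzyme with vehicle and -100% = no enzyme basal signal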
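qHTS titration in buffer at pH 5.0. Alpha-galactosidase activity in spleen homogenate was measured via 4-methylumbelliferone release from 1 mM fluorogenic substrate after 40 min at 37C and a pH 10 stop. AC50 came from Hill fits of control-normalized data.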
GAA inh: qHTS Assay for Inhibitors of Human alpha-Glucosidase as a Potential Chaperone Treatment of Pompe Disease; 0.005% of 200,000 active; purified human GAA, 4-MU-alpha-glucoside fluorescence; Lysosomal alpha-glucosidase (Homo sapiens), P10253; AID 1466, 2008; Potency, µM (series often up to 76.9 µM), for the others: at the highest dose activity change, negative = inhibition, usual class: inhibitors;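 also: plate controls were uninhibited enzyme wells for no effect and no-enzyme background for full effect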
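AC50 values come from Hill fits of compound titrations (up to 77 uM) against 4 nM human enzyme. Substrate 4-methylumbelliferyl-alpha-D-pyranoside at 400 uM, pH 5.0 citrate buffer, 20 min room temperature; fluorescence Ex 365/Em 440 after alkaline stop.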
GAA spleen mod: qHTS Assay for Inhibitors and Activators of Human alpha-Glucosidase From Spleen Homogenate; Lysosomal alpha-glucosidase (Homo sapiens), P10253; 0.006% of 240,000 active; human spleen homogenate, 4-MU-alpha-glucoside fluorescence; Potency, µM (titrated, usually from 79.9 µM), for inactives: top-dose activity change, negative = inhibition, usual class: inhibitors; AID 2112, 2009;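 also: 0% = enzyme with vehicle and -100% = no enzyme basal signal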
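Enzyme source: human spleen homogenate, 1 ug/well. Buffer 50 mM citric acid/K phosphate pH 5.0, 0.01% Tween-20. 4-MU-alpha-glucoside 1 mM; 37 C x 40 min; NaOH/glycine stop; fluorescence.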
ALDH1A1 inh: qHTS Assay for Inhibitors of Aldehyde Dehydrogenase 1 (ALDH1A1); 7.3% of 220,000 active; Purified ALDH1A1, NADH fluorescence, propionaldehyde substrate; AID 1030, 2008; Potency, µM (doses to about 75.3 µM), for inactives: top-dose activity, negative = inhibition, actives largely listed as inhibitors; active = well fitted inhibition curve with a large enough effect, not every such curve was filed as active; inconclusive = small, poorly fitted or top-dose-only effect, or another doubt; inactive = no such curve, though single readings can be large or run the other way;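 also: plate controls were no enzyme wells and a reference inhibitor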
Target sequence (P00352 whole entry, looked up): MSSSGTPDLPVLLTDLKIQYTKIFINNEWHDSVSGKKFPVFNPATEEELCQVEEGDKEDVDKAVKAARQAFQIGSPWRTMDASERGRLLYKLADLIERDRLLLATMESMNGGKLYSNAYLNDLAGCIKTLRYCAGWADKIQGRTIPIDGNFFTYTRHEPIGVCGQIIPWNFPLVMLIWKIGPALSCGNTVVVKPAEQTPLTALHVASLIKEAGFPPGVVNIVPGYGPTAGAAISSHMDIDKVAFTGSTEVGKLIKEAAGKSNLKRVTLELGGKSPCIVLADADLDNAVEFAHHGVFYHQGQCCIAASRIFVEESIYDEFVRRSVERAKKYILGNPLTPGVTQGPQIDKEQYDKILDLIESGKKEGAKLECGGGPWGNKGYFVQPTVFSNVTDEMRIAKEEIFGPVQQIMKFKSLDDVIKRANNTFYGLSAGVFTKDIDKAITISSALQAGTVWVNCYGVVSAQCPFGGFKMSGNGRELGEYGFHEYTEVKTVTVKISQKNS
SMN2 splice up: qHTS Assay for Enhancers of SMN2 Splice Variant Expression; HEK293 SMN2-luciferase splicing reporter, luminescence, 30-36 h; Potency, µM (highest dose often 46.1 µM), without a hit: at the top dose activity change, positive = activation, most hits filed as activators; 2.8% of 210,000 active; also: % of control where 0% means no effect; nearly all actives have a fitted effect of over 55% in size
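HEK293 cells carry an SMN2 […]–luciferase reporter in which exon 7 inclusion puts luciferase in frame. Cells were plated 10-12 h before compound addition, then incubated 30-36 h at 37C. ONE-Glo luminescence was read; sodium butyrate at 4.5 mM final served as control.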
GAA glycogen: qHTS Assay for Inhibitors and Activators of Human alpha-Glucosidase Cleavage of Glycogen; AID 2100, 2009; Lysosomal alpha-glucosidase (Homo sapiens), P10253; Potency, µM (highest dose often 76.4 µM), for the others: top-dose activity change, negative = inhibition, usual class: inhibitors; recombinant GAA, glycogen substrate, Amplex Red glucose oxidase fluorescence; 0.38% of 300,000 active;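 also: 0% = full enzyme reaction and -100% = no-enzyme basal signal; the screen sought inhibitors and activators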
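Recombinant human alpha-glucosidase (4 nM final) hydrolysed bovine liver glycogen (30 ug) for 40 min at 37 C in pH 5.0 citrate/phosphate with 0.01% Tween-20. Released glucose detected by glucose oxidase/Amplex Red, Ex 573/Em 610 nm. Compounds up to 77 uM; AC50 from Hill fits.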
RGS12 GoLoco inh: qHTS Assay for Inhibitors of RGS12 GoLoco Motif Activity (Red Fluorophore); Potency, µM (top dose mostly 61.6 µM), without a hit: at the top dose activity, negative = inhibition, usual class: inhibitors; Guanine nucleotide-binding protein G(i) subunit alpha-1 (Homo sapiens), P63096; 0.44% of 230,000 active; Gai1:RGS12 GoLoco peptide FP, rhodamine, 10 min; active = well fitted inhibition curve with a large enough effect, not every such curve was filed as active; inactive = no such curve, though single readings can be large or run the other way; also: % is scaled to controls: 0 for no effect and ±100 for the full control effect; nearly all actives have a fitted effect of over 30% in size; many of its hits are not listed in these tables
Starred values were filed as active, the others as inactive; ? = inconclusive; . = no result given; [ ] = another dose, or the depositor's remark. Unless noted, calls follow the shape of the dose curve; as a rule, active = well fitted curve in the direction sought with a large enough effect; inconclusive = small, poorly fitted or top-dose-only effect, or another doubt; inactive = no such curve, though single readings can be large; an effect the other way counts as inactive or inconclusive. Potency is read from the fitted curve at half-maximal effect. The list is partial; the hit share may differ from the screen's.

SMILES	JMJD2E inh	aGal spleen mod	GAA inh	GAA spleen mod	ALDH1A1 inh	SMN2 splice up	GAA glycogen	RGS12 GoLoco inh
COC(=O)c1ccccc1NC(=O)C1CCN(S(C)(=O)=O)CC1	-7%	-7%	0%	-9%	3%	-1%	-5%	-8%
CCOc1ccc(N2CCCn3c2nc2c3c(=O)n(CCc3ccccc3)c(=O)n2C)cc1	8%	-7%	4%	-3%	11µM*	-20%	1%	10%
CC(=O)NC(=S)Nc1ccc(S(=O)(=O)Nc2ncccn2)cc1	-1%	-3%	.	-11%	.	.	-4%	1%
Cc1cccc(NC(=S)NC2CC3CCCC(C2)N3Cc2cccs2)c1C (configuration not stated)	0%	-18%	-4%	-8%	0%	-9%	-8%	8%
CCOC(=O)c1c(C)nn(Cc2ccccc2)c1N	3%	-4%	-9%	-10%	4%	-3%	-7%	6%
O=C(N/N=C\C=C\c1ccc2c(c1)OCO2)C1COc2ccccc2O1 (configuration not stated)	?	-1%	-3%	5%	?	8%	-7%	11%
O=C(COC(=O)c1ccccc1Br)NCCN1C(=O)CSC1=O	-3%	-8%	5%	-1%	14µM*	11%	-3%	-2%
Cc1noc(N)c1C1(O)C(=O)N(C(C)C)c2ccccc21 (configuration not stated)	-8%	4%	7%	-9%	-12%	-6%	-7%	3%
COc1cc(OC)cc(C(=O)Nn2cc(C(=O)Nc3ccc(F)cc3F)c3ccccc3c2=O)c1	-6%	2%	-7%	5%	?	-20%	-4%	6%
CC(C)(C)C(=O)NC(=S)N1CCCC1	3%	2%	-5%	10%	13%	-1%	4%	9%
Cc1ccc2nc(NNC(=O)c3ccc(S(=O)(=O)N4CCc5ccccc5C4)cc3)sc2c1	-7%	3%	-1%[15.4 µM]	-6%	-3%	-69%[inhibitor]	6%	17%
O=C(Oc1cccc(N2C(=O)CCC2=O)c1)c1ccccc1	-2%	-6%	7%	-3%	-2%	-5%	-1%	4%
Cn1c(=O)c2[nH]c(CNc3ccc(C(=O)O)cc3)nc2n(C)c1=O	?	19%	.	16%	.	.	2%	13%
CC1=NNC(=O)C1CCC(=O)N/N=C/c1ccc(Cl)cc1 (configuration not stated)	-6%	5%	7%	-5%	4%	10%	-7%	-5%
COc1cc(OC)cc(C(=O)NCC(=O)OCC(=O)N2CC(C)CC(C)C2)c1 (configuration not stated)	-19%	3%	-12%	-2%	?	10%	6%	13%
O=C(c1ccco1)N1CCN=C1SCc1cccc(Cl)c1	-1%	9%	-5%	3%	14%	-1%	8%	3%
c1nnn(C23CC4CC(CC(C4)C2)C3)n1	3%	10%	0%	-4%	12%	13%	4%	3%
O=C(c1ccc(CN2CCOCC2)cc1)N1CCN(c2ccccc2F)CC1	-3%	-6%	2%	-7%	10%	-18%	2%	-7%
O=[N+]([O-])c1ccc2c(c1)c(-c1ccccc1)nc1nncn12	-4%	-1%	2%	5%	10%	-3%	2%	-5%
COc1ccc(C2N=C(c3ccccc3)C(C)(C)N2O)cc1 (configuration not stated)	12%	9%	-2%	5%	-3%	-2%	-2%	-5%
COc1cc(C=O)ccc1OCCOCCOc1cc(C)ccc1Cl	-5%	2%	-9%	-6%	4%	.	-2%	.
Cc1ccccc1-n1c(O)c(/C=C/C=Nc2ccccc2)c(=O)[nH]c1=O	-6%	-1%	-8%	-5%	-3%	0%	7%	259%[activator]
CCN1CCC[C@H]1CNC(=O)c1c(OC)ccc(Br)c1OC	-4%	-8%	.	3%	0%	-4%	.	-6%
c1coc(-c2nnc(SCc3cn4ccccc4n3)o2)c1	6%	7%	7%	2%	5%	-1%	-2%	0%
O=C(c1cc(-c2cccs2)on1)N1CCc2ccccc2C1	-4%	1%	5%	2%	-4%	0%	3%	-4%

Remaining list, next part.
SMILES	JMJD2E inh	aGal spleen mod	GAA inh	GAA spleen mod	ALDH1A1 inh	SMN2 splice up	GAA glycogen	RGS12 GoLoco inh
CN(C)c1cccc2c1c(NC(=O)Nc1ccccc1)nn2C	?	-7%	0%	0%	?	.	1%	-13%
Cc1cc(C(=O)N/N=C/c2ccc(Cl)c([N+](=O)[O-])c2)c(C)n1-c1ccc(F)cc1	22µM*	-2%	5%	4%	?	-21%	5%	12%
CSc1n[nH]c(NCc2ccc(Cl)cc2)n1	8%	0%	1%	5%	11%	27%	-2%	4%
COc1ccccc1CCNC(=O)CSc1ccc(-c2ccco2)nn1	?	0%	-5%	6%	?	-15%	-7%	19%
Cc1ccc2c(CSc3nnc(C4CC4)n3N)cc(=O)oc2c1	-4%	-11%	-5%	-9%	5%	-6%	2%	6%
O=C(COc1ccc(Cl)c(Cl)c1)NN1C(=O)C2C(C1=O)C1C=CC2C12CC2 (configuration not stated)	10%	13%	?	4%	?	-3%	1%	0%
CCCC1c2ccsc2CCN1C(=S)NC (configuration not stated)	3%	3%	-3%	7%	-6%	.	9%	2%
Cc1ccc(NC(=S)Nc2ncccc2C)c(C)c1	0%	-5%	-2%	2%	-1%	13µM*	-10%	-1%
COc1ccc(NC(=O)C(NC(C)=O)C(=O)NCc2ccccc2)cc1 (configuration not stated)	7%	5%	-11%	6%	1%	-2%	3%	-2%
C=CCSc1ncc(C(=O)OCC)c(N)n1	-24%	10%	-3%	9%	1%	.	-7%	-3%
CC(C)C(=O)NCc1cc(-c2ccccc2)no1	1%	2%	1%	4%	-1%	0%	4%	10%
O=C(COc1ccccc1)NC(NC(=S)Nc1ccccc1O)C(Cl)(Cl)Cl (configuration not stated)	-7%	0%	-4%	-13%	?	-18%	?	3%
O=C(Cn1nnc(-c2ccc(Cl)cc2)n1)NC1CC2CCC1C2 (configuration not stated)	3%	3%	-14%	-5%	17%	-19%	-20%	10%
CCOC(=O)N1CCN(C(=O)CN(c2ccc(Cl)c(C(F)(F)F)c2)S(C)(=O)=O)CC1	-26%	0%	1%	0%	8%	-16%	3%	-6%
Cc1sc2nc(C(C)C)nc(SCC(=O)NCc3ccco3)c2c1C	-8%	0%	2%	-5%	?	-23%	-2%	4%
CC1CCN(C(=O)C2CCC(C)(C(=O)O)C2(C)C)CC1 (configuration not stated)	-4%	-3%	-3%	2%	2%	-2%	3%	-1%
CC(C)(CO)NCC(O)Cn1cc(C=O)c2ccccc21 (configuration not stated)	3%	4%	-2%	.	-6%	6%	1%	9%
C=C1C(C(=O)Nc2ccc(OC)cc2)C1C(=O)Nc1ccc(OC)cc1 (configuration not stated)	3%	7%	.	3%	.	.	0%	13%
CCC(CO)NCc1cc(OC)c(OCC(=O)NCCc2ccccc2)cc1Br (configuration not stated)	1%	-3%	-7%	-2%	0%	-5%	-2%	-2%
CC/C(=N/Nc1ccccc1C)c1cnnc(SC)n1	-27%	2%	-13%	1%	7.9µM*	-11%	0%	-4%
Cc1cc2cc(C(c3nnnn3C(C)(C)C)N(Cc3ccco3)CC3CCCO3)c(=O)[nH]c2cc1C (configuration not stated)	?	-9%	-1%	-7%	-9%	-12%	3%	6%
CCC(C)Sc1nc2c(cnn2-c2ccccc2)c(=O)[nH]1 (configuration not stated)	-1%	9%	5%	-12%	5%	-10%	8%	-13%
CCCC(=O)Nc1ccccc1-c1nnc(SCC)[nH]c1=O	-1%	-3%	.	5%	.	.	6%	3%
O=C(COC(=O)c1ccccn1)Nc1ccccc1Cl	-18%	5%	-19%	-6%	22µM*	1%	1%	-16%
Cc1c(C(=O)OCC(=O)NCCN2C(=O)CSC2=O)oc2c1ccc1ccccc12	?	2%	4%	2%	?	-5%	-1%	-6%

Ten compounds out of the list, sorted by SMILES length, smallest number first.
SMILES	JMJD2E inh	aGal spleen mod	GAA inh	GAA spleen mod	ALDH1A1 inh	SMN2 splice up	GAA glycogen	RGS12 GoLoco inh
C=CCSc1ncc(C(=O)OCC)c(N)n1	-24%	10%	-3%	9%	1%	.	-7%	-3%
CSc1n[nH]c(NCc2ccc(Cl)cc2)n1	8%	0%	1%	5%	11%	27%	-2%	4%
Cc1ccc(NC(=S)Nc2ncccc2C)c(C)c1	0%	-5%	-2%	2%	-1%	13µM*	-10%	-1%
CC(C)(CO)NCC(O)Cn1cc(C=O)c2ccccc21 (configuration not stated)	3%	4%	-2%	.	-6%	6%	1%	9%
CCCC(=O)Nc1ccccc1-c1nnc(SCC)[nH]c1=O	-1%	-3%	.	5%	.	.	6%	3%
CCC(C)Sc1nc2c(cnn2-c2ccccc2)c(=O)[nH]1 (configuration not stated)	-1%	9%	5%	-12%	5%	-10%	8%	-13%
Cc1sc2nc(C(C)C)nc(SCC(=O)NCc3ccco3)c2c1C	-8%	0%	2%	-5%	?	-23%	-2%	4%
COc1ccc(NC(=O)C(NC(C)=O)C(=O)NCc2ccccc2)cc1 (configuration not stated)	7%	5%	-11%	6%	1%	-2%	3%	-2%
C=C1C(C(=O)Nc2ccc(OC)cc2)C1C(=O)Nc1ccc(OC)cc1 (configuration not stated)	3%	7%	.	3%	.	.	0%	13%
O=C(COc1ccccc1)NC(NC(=S)Nc1ccccc1O)C(Cl)(Cl)Cl (configuration not stated)	-7%	0%	-4%	-13%	?	-18%	?	3%

From PubChem
